# SSB-PriA inh: inhibitors of Klebsiella pneumoniae PriA binding to SSB C-terminal tail; AlphaScreen SSBct-PriA binding, biotinylated peptide; inhibition, % at 33 µM; actives 0.6% (n = 430,000); AID 1272365; in the data active = inhibition mostly above about 37%, no sharp cut-off; inactive = mostly below about 20%;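 note: plate controls were negative control peptide for no effect and reference peptide for full effect; strong numbers were not always called active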
# VHR inh abs: blocks human VHR1 dual specificity phosphatase; recombinant VHR phosphatase, pNPP absorbance; inhibition, % at 13.3 µM; actives 0.52% (n = 290,000); AID 1654; in the data active = inhibition above about 50%; note: some compounds called inactive have numbers as strong as hits
# Target sequence (P51452 whole entry, looked up): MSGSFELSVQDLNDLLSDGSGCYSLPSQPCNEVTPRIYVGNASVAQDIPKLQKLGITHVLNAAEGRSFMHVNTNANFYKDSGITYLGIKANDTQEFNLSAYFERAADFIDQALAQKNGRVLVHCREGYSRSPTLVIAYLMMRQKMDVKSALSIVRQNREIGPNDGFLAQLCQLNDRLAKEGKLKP
# CCHF vOTU inh: blocks the CCHF virus ovarian tumor domain protease. inhibition, % at 11.5 µM. actives 0.55% (n = 370,000). AID 651958. CCHFV vOTU protease, Pep-AMC fluorescence; in the data active = inhibition above about 30%; note: 0% = vehicle wells with enzyme and 100% = no enzyme wells
# MazF activator: activators of E. coli MazEF toxin-antitoxin RNase | activation, % at 20 µM | AID 504720 | FAM/BHQ RNA-DNA oligo cleavage fluorescence, 5 h | P0AE70 | actives 0.32% (n = 350,000); in the data active = activation above about 50%
# Target sequence (P0AE70 whole entry, looked up): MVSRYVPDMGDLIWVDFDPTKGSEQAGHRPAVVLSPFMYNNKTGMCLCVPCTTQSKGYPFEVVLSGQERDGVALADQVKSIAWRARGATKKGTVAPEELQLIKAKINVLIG
# PrPC TRFRET: inhibitors of human cell surface prion protein PrPC | TR-FRET read-out | inhibition, % at 13.8 µM | AID 720596 | actives 0.43% (n = 370,000); in the data active = inhibition above about 24%; note: 0% = median of the test wells and 100% = reference compound wells
# Yp Topo-I inh: blocks Yersinia pestis topoisomerase I activity; actives 0.064% (n = 360,000); activity, % at 10 µM; Y. pestis Topo-I cleavage product accumulation, plate reader; in the data active = activity above about 50%, passing the limit was not always enough; note: inactives centre near 2
# Rv3671c protease: inhibitors of M. tuberculosis serine protease Rv3671c; inhibition, % at 5.96 µM; P9WHR9; AID 2606; actives 0.048% (n = 320,000); in the data active = inhibition above about 38%;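 note: extracellular domain of Rv3671c used as enzyme; 0% = enzyme with DMSO and 100% = no enzyme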
# Target sequence (P9WHR9 whole entry, looked up, the tested form may be a part): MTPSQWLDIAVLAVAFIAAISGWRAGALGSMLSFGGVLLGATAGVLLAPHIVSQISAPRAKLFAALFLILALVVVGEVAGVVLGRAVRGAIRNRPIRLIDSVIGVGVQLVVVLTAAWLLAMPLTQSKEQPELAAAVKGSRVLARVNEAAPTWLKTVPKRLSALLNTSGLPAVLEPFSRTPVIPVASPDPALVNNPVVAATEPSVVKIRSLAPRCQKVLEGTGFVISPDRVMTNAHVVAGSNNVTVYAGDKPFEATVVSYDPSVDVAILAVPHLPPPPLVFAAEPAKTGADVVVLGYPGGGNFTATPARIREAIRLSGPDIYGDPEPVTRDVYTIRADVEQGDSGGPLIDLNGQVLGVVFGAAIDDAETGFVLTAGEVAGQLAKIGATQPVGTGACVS
# TcdB GH inh: blocks C. difficile toxin B glycohydrolase activity. actives 0.24% (n = 350,000). inhibition, % at 9.99 µM. P18177. TcdB glycohydrolase enzymatic assay, plate reader; in the data active = inhibition above about 10%
# SARS 3CLpro inh: SARS-CoV 3CLpro protease inhibition | AID 1706 | actives 0.14% (n = 290,000) | inhibition, % at 6 µM | P0C6X7 | recombinant SARS-CoV 3CLpro, quenched FRET peptide cleavage; in the data active = inhibition above about 12%
# Vc quorum ag: induces V. cholerae light production without autoinducers; V. cholerae BH1578 lux reporter, luminescence, 6 h; activation, % at 18.7 µM; actives 0.16% (n = 350,000); in the data active = activation mostly above about 9.7%, no sharp cut-off; note: not every result past the cut was called active; inactives centre near 0; reference of the scale not given here
# * = called active by the depositor; i = inactive; . = no result given; & = joins results of further samples. This is a subset; count on the stated rates, not on these rows.
cpd	structure	SSB-PriA inh	VHR inh abs	CCHF vOTU inh	MazF activator	PrPC TRFRET	Yp Topo-I inh	Rv3671c protease	TcdB GH inh	SARS 3CLpro inh	Vc quorum ag
1	CCCS(=O)(=O)N1CCN(C2Cc3ccccc3C2)CC1	-2	13	-2	4	-11	3	10	1.3	0	i
2	Cc1ccc(/C=N\NC(=O)c2cncc(Br)c2)o1	.	0	7	0	2	2	4	0.0	5	i
3	CCCOC(=O)Cn1c(=O)c2cc3c(=O)n(CC(=O)OCCC)c(=O)c3cc2c1=O	5	13	4	-25	4	-14	.	.	1	-1.1
4	CN(CCOc1ccccc1)CCOc1ccccc1	0	45	5	4	2	8	-7	2.8	-5	-0.9
5	CCOC(=O)C1CCCN(C(=O)c2cn(C)c3ccc(S(=O)(=O)N4CCCC4)cc3c2=O)C1 (configuration not stated)	-7	10	-3	6	-3	2	-2	.	-4	-1.0
6	S=c1nc[nH]c2c1sc1nc(N3CCOCC3)c3c(c12)CCCC3	-5	-37	13	4	8	-6	-1	0.6	0	-1.6
7	CCOc1cc(C(=O)CCC(=O)OCC(=O)NC(=O)NCC(C)C)ccc1O	-9	17	6	7	-5	15	-2	0.6	2	-0.3
8	Cc1nn(C)cc1/C=C1/CC2C3CC=C4CC(O)CCC4(C)C3CCC2(C)C1=O (configuration not stated)	-2	.	2	3	-1	0	-29	.	3	5.9
9	CC(=O)N1CCC2(CC1)NC(=O)N(c1ccccc1)N2	-8	1	-7	1	-2	-3	-4	-1.8	3	i
10	O=[N+]([O-])c1cc(/C=N/Nc2nc(N3CCOCC3)nc(N3CCOCC3)n2)ccc1Cl	.	18	3	5	0	1	-2	1.8	-1	-0.2
11	Cc1ccc(S(=O)(=O)N2CCCCC2)cc1NC(=O)c1ccc2c(=O)n3c(nc2c1)CCCCC3	.	7	0	.	12	.	-1	-0.4	-6	.
12	Cc1ccc(-n2c(N)cc(=O)nc2SCC(=O)NC2CCCCC2)cc1C	-5	6	-5	1	6	7	2	0.6	2	-0.2
13	C/C(=N\NC(=O)c1ccco1)c1ccc(C(=O)O)s1	.	6	16	7	1	-7	0	0.3	-1	i
14	O=C(Nc1ccnn1C1CCN(Cc2ccc(CO)o2)CC1)c1ccccc1	-16	10	4	-4	11	2	-5	1.9	3	i
15	COc1cc(C2C(C#N)=C(C)NC3=C2C(=O)CC(C)(C)C3)ccc1O (configuration not stated)	3	5	5	1	4	-2	0	.	2	-3.1
16	COc1ccc(NC(=O)CCC(=O)N/N=C/c2ccc([N+](=O)[O-])s2)cc1	.	3	10	-3	-54	-16	-8	.	2	-3.1
17	COc1cccc(C(=O)Nc2nnc(C3CCCO3)s2)c1 (configuration not stated)	4	43	3	1	-1	4	-4	.	-3	i
18	N#CC(C#N)=C1NC(N)=C(C#N)C(c2ccccc2)=C1C#N	.	26	12	.	74*	2	-7	-0.5	4	i
19	O=C(NNC1=Nc2cccc3cccc1c23)c1ccccc1Br	-8	24	-6	-1	-1	-14	-5	.	4	0.3
20	Cc1ccc(C(O)c2ncc(-c3ccc4ccccc4c3)[nH]2)cc1 (configuration not stated)	.	.	22	.	17	8	.	0.9	.	0.4
21	CCOc1ccc(C(=O)NCC(c2cccs2)N(C)C)cc1 (configuration not stated)	2	37	7	2	6	-2	-6	0.1	0	-0.5
22	Cc1cn(-c2cc(C(=O)Nc3ccc(C)c(NC(=O)N4CCNC4=O)c3)cc(C(F)(F)F)c2)cn1	-12	38	-2&4	-24&-25	-12&-2	5&1	-2	0.3&1.5	.	i
23	CCOC(=O)c1sc(NC(=O)CSC(=S)N2CCOCC2)nc1C	-5	35	15	-7	6	-3	-3	0.8	2	-0.6
24	CCCCn1nc(C(=O)NC2CCCCC2)c2ccccc2c1=O	.	.	-8	-14	-10	7	.	1.4	.	i
25	Cc1cc(-c2ccccc2)c2c3c(cn2n1)c(=O)n(C)c(=O)n3C	9	21	-4	-7	2	6	5	.	0	-0.3
26	O=C(NCCCN1CCCC1)c1ccc(CS(=O)(=O)c2c(Cl)cccc2Cl)o1	9	1	4	5	-10	4	0	-0.4	1	-0.9
27	CC(=O)c1c(C)[nH]c(=S)c(C#N)c1-c1ccc(F)cc1	-3	5	-8	6	2	-1	-1	2.9	-2	-0.2
28	Cc1cc(OC(=O)c2ccc(OC(C)C)cc2)c([N+](=O)[O-])c(=O)[nH]1	-15	-18	1	8	-3	-1	-7	1.6	0	-0.5
29	Cc1ccc(CN(C)C[C@@H]2OCc3cnnn3CCCC(=O)N([C@@H](C)CO)C[C@H]2C)cc1	.	.	-1	6	6	4	.	-0.6&2.2&-1.5	.	-0.4
30	Nc1nonc1N/N=C/c1c(O)ccc2ccccc12	.	20	3	17	4	-15	10	0.7	-3	i
31	Cc1ccn2cc(C(=O)Nc3ccccc3N3CCOCC3)nc2c1	-2	25	13	2	0	1	0	-0.4	-5	i
32	CCN(CC)c1nc(SCCOC(=O)Nc2ccccc2)nc(N(CC)CC)n1	-7	36	10	3	1	-6	-18	0.2	2	i
33	COCCn1c(SCC(=O)NC(=O)NCc2ccccc2)nc2ccccc21	-7	36	-6	4	3	7	1	.	-4	0.8
34	COc1ccc([N+](=O)[O-])cc1N(CC(=O)N(C)C)S(C)(=O)=O	-7	26	-4	8	-3	1	1	0.1	-1	-0.3
35	COc1cccc(-c2nn3c(-c4ccccn4)nnc3s2)c1	8	7	-1	-2	1	-8	-1	.	5	1.4
36	CCN1C(=O)S/C(=C/c2c(OCc3ccc(C(=O)O)cc3)ccc3ccccc23)C1=O	4	36	21	-11	4	16	-19	.	9	-0.5
37	COc1ccccc1NC(=O)c1cc([N+](=O)[O-])ccc1NCCN1C(=O)CCC1=O	-1	25	10	7	4	1	3	0.8	-1	-1.9
38	CN(CC(=O)Nc1cccc(F)c1)CC(=O)N1CCCCC1	10	.	-5	-1	0	10	3	0.1	.	-0.3
39	Cc1cccc(Nc2ccncc2S(=O)(=O)NC(=O)NC(C)C)c1	-8	7	-2	1	4	0	-1	0.9	3	i
40	COc1cc([N+](=O)[O-])ccc1NC(=O)COC(=O)CCS(=O)(=O)c1ccc(C)cc1	0	.	-3	0	-11	23	-2	-0.8	.	-14
41	COc1ccc(CNC(=O)COC(=O)CCn2c(C)csc2=O)cc1OC	-14	.	-1	1	-2	-1	7	0.7	.	-14
42	C/C(CC(=O)Nc1ccccc1C(F)(F)F)=N\NC(=O)c1cnccn1	.	.	3	4	-2	-5	-6	-5.1	.	-0.3
43	NS(=O)(=O)c1ccc(Nc2nc(-c3ccc(F)cc3)cs2)cc1	-7	20	-2	-6	1	-23	8	3.4	7	-0.1
44	CCSCCC(NC1=CC(=O)CC(C)(C)C1)C(=O)O (configuration not stated)	-5	17	-5	47	1	2	0	.	3	17*
45	COc1ccc(C2c3ccc4ccccc4c3Oc3ncn(CCN4CCOCC4)c(=N)c32)cc1 (configuration not stated)	-17	31	-1	2	-1	15	-5	.	-7	-0.3

# Shown with values under each structure: 16 of the compounds above
# Each structure is followed by: SSB-PriA inh	VHR inh abs	CCHF vOTU inh	MazF activator	PrPC TRFRET	Yp Topo-I inh	Rv3671c protease	TcdB GH inh	SARS 3CLpro inh	Vc quorum ag
[1] CCCS(=O)(=O)N1CCN(C2Cc3ccccc3C2)CC1
  -2	13	-2	4	-11	3	10	1.3	0	i
[2] Cc1ccc(/C=N\NC(=O)c2cncc(Br)c2)o1
  .	0	7	0	2	2	4	0.0	5	i
[3] CCCOC(=O)Cn1c(=O)c2cc3c(=O)n(CC(=O)OCCC)c(=O)c3cc2c1=O
  5	13	4	-25	4	-14	.	.	1	-1.1
[4] CN(CCOc1ccccc1)CCOc1ccccc1
  0	45	5	4	2	8	-7	2.8	-5	-0.9
[5] CCOC(=O)C1CCCN(C(=O)c2cn(C)c3ccc(S(=O)(=O)N4CCCC4)cc3c2=O)C1 (configuration not stated)
  -7	10	-3	6	-3	2	-2	.	-4	-1.0
[6] S=c1nc[nH]c2c1sc1nc(N3CCOCC3)c3c(c12)CCCC3
  -5	-37	13	4	8	-6	-1	0.6	0	-1.6
[7] CCOc1cc(C(=O)CCC(=O)OCC(=O)NC(=O)NCC(C)C)ccc1O
  -9	17	6	7	-5	15	-2	0.6	2	-0.3
[8] Cc1nn(C)cc1/C=C1/CC2C3CC=C4CC(O)CCC4(C)C3CCC2(C)C1=O (configuration not stated)
  -2	.	2	3	-1	0	-29	.	3	5.9
[9] CC(=O)N1CCC2(CC1)NC(=O)N(c1ccccc1)N2
  -8	1	-7	1	-2	-3	-4	-1.8	3	i
[10] O=[N+]([O-])c1cc(/C=N/Nc2nc(N3CCOCC3)nc(N3CCOCC3)n2)ccc1Cl
  .	18	3	5	0	1	-2	1.8	-1	-0.2
[11] Cc1ccc(S(=O)(=O)N2CCCCC2)cc1NC(=O)c1ccc2c(=O)n3c(nc2c1)CCCCC3
  .	7	0	.	12	.	-1	-0.4	-6	.
[12] Cc1ccc(-n2c(N)cc(=O)nc2SCC(=O)NC2CCCCC2)cc1C
  -5	6	-5	1	6	7	2	0.6	2	-0.2
[13] C/C(=N\NC(=O)c1ccco1)c1ccc(C(=O)O)s1
  .	6	16	7	1	-7	0	0.3	-1	i
[14] O=C(Nc1ccnn1C1CCN(Cc2ccc(CO)o2)CC1)c1ccccc1
  -16	10	4	-4	11	2	-5	1.9	3	i
[15] COc1cc(C2C(C#N)=C(C)NC3=C2C(=O)CC(C)(C)C3)ccc1O (configuration not stated)
  3	5	5	1	4	-2	0	.	2	-3.1
[16] COc1ccc(NC(=O)CCC(=O)N/N=C/c2ccc([N+](=O)[O-])s2)cc1
  .	3	10	-3	-54	-16	-8	.	2	-3.1

# Continuation.
cpd	structure	SSB-PriA inh	VHR inh abs	CCHF vOTU inh	MazF activator	PrPC TRFRET	Yp Topo-I inh	Rv3671c protease	TcdB GH inh	SARS 3CLpro inh	Vc quorum ag
46	CCc1ccc(/C=N/NC(=O)Cc2ccc(OC)c(OC)c2)s1	.	7	-1	9	-4	-3	.	-0.9	1	-0.4
47	CCCOC(=O)C1[C@H]2C(=O)N(C(C)c3ccc(OC)cc3)C[C@]23C=C[C@H]1O3 (some centres not stated)	-6	22	13	2	-2	-7	5	.	-9	i
48	Cn1cc(/C=C(\NC(=O)c2ccccc2Cl)C(=O)NCCCn2ccnc2)c2ccccc21	2	-9	1	1	-10	4	-6	0.8	6	-4.2
49	Cc1cccc(C)c1N1CCN(c2c(C)cccc2C)CC1	7	-12	6	4	10	-5	.	0.5	4	-0.4
50	O=C1CC(CC(=O)N/N=C/c2ccccc2[N+](=O)[O-])=NN1	.	-14	7	8	-17	-2	-67	.	-2	i
51	COc1ccc(C(C)=O)cc1CSc1nc2ccccc2c(=O)n1-c1ccccc1	-9	-8	-7	-55	-3	16	-7	.	-2	i
52	COC(C[C@H]1O[C@H]1[C@@H](O)COCc1ccccc1)OC	-1	26	-5	3	-2	-1	.	-0.8	.	i
53	Cc1cc(Cl)ccc1OCC(=O)NNC(=O)c1cnccn1	-14	-12	2	3	0	-5	2	0.3	2	0.3
54	Cc1ccccc1C(N)=O	7	.	-4	5	5	3	.	0.3	.	-0.1
55	Cc1ccc(CN2CCNC(=O)C2CC(=O)NCc2csc(C(C)C)n2)cc1 (configuration not stated)	5	12	0	-3	2	8	-2	1.4	2	-0.6
56	COCCN(C(=S)Nc1ccc(Cl)cc1OC)C1CCN(C(C)=O)CC1	7	7	-26	-2	3	3	-21	2.2	-6	-4.8
57	C=CCN1C(=O)c2ccc(C(=O)OCC(=O)N(C)C3CCCCC3)cc2C1=O	-4	31	3	-3	6	2	-7	0.7	6	i
58	O=C(CN1CCCC1=O)NC1C2CC3CC(C2)CC1C3 (configuration not stated)	-13	-1	-8	-9	1	-4	5	0.5	-1	0.5
59	O=C(COC(=O)c1cnc(Cl)c(Cl)c1)NCCC1=CCCCC1	-2	13	-4	0	6	2	3	2.6	3	-0.9
